From PubChem
miR-122 sensor: miR-122 inhibition in Huh7 cells. Huh7 miR-122 Renilla luciferase sensor, 48 h; neutral wells = 0, positive control = 100. activation (reporter increase), % at 12.5 µM. 0.3% of 340,000 active;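 active = mean replicate activation score at least 90 and every replicate individually at or above 90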;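 note: higher luciferase means less miR-122 activity so hits act as miR-122 inhibitors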
Numbers without * were called inactive. An excerpt. The share of hits here may be higher or lower than overall.

SMILES	miR-122 sensor
COC(=O)c1sc2ccccc2c1-n1cccc1C(=O)C(=O)Nc1ccc(OC)cc1	3
Oc1ccc(C2=Nn3c(nnc3-c3ccco3)SC2)cc1O	7
C/C(=N\OCC(=O)Nc1ccc(F)c(F)c1F)c1cc2ccccc2o1	0
CCOC(=O)c1ccc(Oc2nc(NC)nc(Nc3ccccc3)n2)cc1	2
O=C(c1cccc(F)c1)N1CCN(c2cccc(Cl)c2)CC1	15
Cc1c(C(=O)OCC(=O)c2c(N)n(CC(C)C)c(=O)n(C)c2=O)oc2ccccc12	2
Cc1ccc2c(c1)N(CC(=O)OC(CC(C)C)C(=O)NC1CCCC1)C(=O)CO2 (configuration not stated)	9
COc1cc(S(=O)(=O)NC2CCCCC2C)ccc1Cl (configuration not stated)	63
COc1ccc(OC)c(S(=O)(=O)NCc2cccnc2)c1	22
CCOC(=O)c1sc2nc[nH]c(=O)c2c1C	3
CCOC(=O)c1ccc(Cn2c(-c3ccccc3)nnc2-c2ccccc2)o1	2
O=C(NNC(=O)c1ccccc1Br)c1cccc(Cl)c1	0
N#Cc1c(-n2cccc2)cccc1-n1cccc1	-4
CCN1CCN(C(c2cc3cccc(C)c3[nH]c2=O)c2nnnn2Cc2ccccc2)CC1 (configuration not stated)	-14
CSc1ccc(S(=O)(=O)Nc2ccc3c4c(cccc24)CC3)cc1	75
CCN(CC)S(=O)(=O)c1ccc(C(=O)Nc2ccc3c(c2)OCCO3)cc1	-5
CC(=O)c1ccc(OCCCC(=O)n2nnc3ccccc32)cc1	-3
O=C(CSc1nnnn1-c1ccc2c(c1)OCCO2)c1cccc2c1OCCO2	-5
O=C(CCSCCC(=O)NCc1cccs1)NCc1cccs1	-4
O=C(CN1C(=O)NC2(CCCc3ccccc32)C1=O)NCc1ccco1 (configuration not stated)	-7
O=c1c(-c2ccnn2-c2ccccc2F)cnc2n1CCS2	-3
O=C(CCC(=O)N(CC(=O)NC1CCCCC1)Cc1ccco1)Nc1nccs1	2
COC(=O)c1c(-c2ccccc2)csc1N	3
COc1cc2nc(CN(C)CC(=O)Nc3ccc(N4CCOCC4)cc3)[nH]c(=O)c2cc1OC	3
Cn1c(SCC(=O)N2CCCc3ccccc32)nnc1-c1ccco1	3
Cc1cc(C)n(-c2nc3ccccc3nc2N2CCCCCC2)n1	-6
O=C(NCc1cccnc1)c1c(F)c(F)c(F)c(F)c1F	0
COc1ccc(-n2nc(C(=O)O)nc2-c2ccccc2)cc1	-13
Cc1cc(NC(=O)COn2nnc3ccc(Cl)cc32)no1	4
CCc1c(C)c2c(C)nn(-c3ccccc3)c2[nH]c1=O	6
O=C1CCCC(O)=C1C(C#Cc1ccccc1)C1=C(O)CCCC1=O	-1
CCOC(=O)C1CCCN(C(=O)Nc2ccccc2)C1 (configuration not stated)	-2
Cn1nnnc1SCC(=O)Nc1cc(C(C)(C)C)nn1-c1ccccc1	-6
Cc1ccc(C(=O)c2cn[nH]c2-c2ccccc2O)cc1	2
O=C1C(c2ccnc3ccccc23)=C(O)c2ccccc21	-1
CCOC(=O)c1cnc2nc(NCc3ccc(OC)c(OC)c3)[nH]n2c1=O	-2
CSc1nc(-c2ccco2)nn1C(=O)c1ccccc1	-6
c1ccc(CCN2CN(CCCN3CCOCC3)c3nc4ccccc4n3C2)cc1	0
CC(C)c1nnc(NC(=O)CCC(=O)NCc2cccs2)s1	-5
O=C(CSc1cccc[n+]1[O-])c1cc2ccccc2o1	3
O=C(NC(NCc1cccnc1)C(Cl)(Cl)Cl)c1cccc2ccccc12 (configuration not stated)	-6
CCCn1nnnc1NC(=O)c1cccs1	30
O=C(CCN1CCN(c2ccccc2F)CC1)Nc1ccccc1F	-4
COc1ccccc1NC(=O)N1CCCC1C(=O)NC12CC3CC(CC(C3)C1)C2 (configuration not stated)	0
COc1ccc(CCN2C(=O)NC(NC(=O)CC(C)C)(C(F)(F)F)C2=O)cc1OC (configuration not stated)	-4
Cn1c(=O)n(-c2ccc(Cl)cc2)c(=O)c2c3c(sc21)COC(C)(C)C3	-10
CCN(CCNC(=O)C1CCCN(S(=O)(=O)CC)C1)c1ccccc1 (configuration not stated)	0
CSc1ccc(C(=S)N2CCN(CCO)CC2)cc1	-1
O=C(CCC(=O)NC1CCCCCC1)Nc1nnc(C(F)(F)F)s1	-8
C#CCOCCOCCOCCNc1nc(N2CCN(C(=O)CCCCCCCCCCNC(=O)[C@H](CCCCN)n3cc(C)nn3)CC2)nc(N2CCN(C(=O)CCCCCCCCCCNC(=O)[C@H](CCCCN)n3cc(CCCC(=O)O)nn3)CC2)n1	-1
CC(C(=O)N1CCN(C=O)CC1)N1C(=O)c2ccccc2C1=O (configuration not stated)	-3
CCc1ccc(NC(=S)N2CCN(c3cccc(C(F)(F)F)c3)CC2)cc1	-18
Cc1cccc(-c2nnc(SCc3nc4ccccc4[nH]3)n2Cc2ccco2)c1	7
OCc1cn(-c2ccccc2)nc1-c1ccc2c(c1)OCCO2	-4
Cc1ccccc1C(=O)Nc1ccc(N2CCOCC2)nc1	2
CCC(C)[C@@H](CN(N=O)[C@@H](Cc1ccccc1)CN(C)N=O)N(CCc1ccccc1)N=O (some centres not stated)	1
CN1c2cccc3cccc(c23)N(C)C1(C)C	0
COC(=O)c1cc(S(=O)(=O)NCc2ccccc2Cl)c[nH]1	44
COC(=O)CS(=O)(=O)c1ccc2c(c1)CC(=O)N2	-6
C[C@@H](CN1CCC[C@H]1CN1C(N)=NC[C@@H]1Cc1ccccc1)N1C[C@@H](Cc2ccccc2)N(CCc2ccc(Cl)c(Cl)c2)C1=N	-1
Further compounds.
SMILES	miR-122 sensor
CCN(CC)S(=O)(=O)c1ccc(NC(=O)c2ccc(N(C)S(C)(=O)=O)cc2)cc1	-6
CCN1CCN(Cc2c(O)c(Cl)cc3c(C)cc(=O)oc23)CC1	8
CCOC(=O)c1cc2sc(C)cc2n1CC(=O)N(CC)CC	6
CCOC(=O)c1c(C)n(O)c2ccc(Cl)cc2c1=O	-2
CN1C(=O)/C(=C\c2cc(N=Nc3ccccc3)ccc2O)SC1=S	6
Fc1ccc(-c2nnc(-n3nnc4ccccc43)c3ccccc23)cc1	-4
CC(C)Nc1ncnc2c1nnn2Cc1ccccc1	1
CCc1ccc2c(c1)C1(NN=C(c3ccccc3)S1)C(=O)N2 (configuration not stated)	21
CN1CCN(c2ccccc2NC(=O)c2cccc(OCc3ccccc3)c2)CC1	-11
Cn1c(/C=N/NC(=O)c2ccccc2Br)nc2ccccc21	-5
O=C1CN(C(=O)c2ccco2)c2ccccc2N1	-3
COc1ccc(-c2ccc(-c3noc(-c4ccccc4C)n3)c(OC)n2)cc1	4
COc1ccc(CCNC(=O)CSC2=Nc3ccccc3C3=NC(C(C)C)C(=O)N23)cc1OC (configuration not stated)	4
CSc1nc2nccc(-c3ccc(-c4ccccc4)cc3)n2n1	-3
COc1ccc(/C=C2/CCc3ccccc3C2=O)cc1CN1CCOCC1	-1

An excerpt from further up, for reference:
SMILES	miR-122 sensor
Fc1ccc(-c2nnc(-n3nnc4ccccc43)c3ccccc23)cc1	-4
CC(C)Nc1ncnc2c1nnn2Cc1ccccc1	1
CCc1ccc2c(c1)C1(NN=C(c3ccccc3)S1)C(=O)N2 (configuration not stated)	21

The list goes on:
SMILES	miR-122 sensor
Cc1ccc(-c2ccc(=O)n(CC(=O)NCCN3C(C)CCCC3C)n2)cc1 (configuration not stated)	-4
Cc1ccc(C)n1N1C(=O)/C(=C\c2ccc(Cl)cc2)SC1=S	2
CC1=C(NCCc2ccccc2)CCC1=O	-2
CC(=O)Nc1cc(-c2ccccc2)nn1Cc1ccc(Cl)cc1	9
Cc1cc2cc3c(cc2nc1SCC(=O)N1c2ccccc2CC1C)OCO3 (configuration not stated)	2
CC(=O)Nc1ccc(/C=N/NC(=O)c2cc3cc(C)ccc3nc2C)cc1	-1
COc1ccc(C2NCCc3cc(OC)c(OC)cc32)cc1OC (configuration not stated)	-9
Cc1ccc(/C=C/C(=O)c2ccccc2)cc1	-6
N#Cc1cccc(NC(=S)Nc2ccccc2)c1	6
O=C1c2ccccc2C(=O)c2c(NCc3cccnc3)cccc21	1
COc1cccc(OCC(O)CO)c1 (configuration not stated)	-19
COCCNC(=O)CSc1nc(-c2ccc(OC)c(OC)c2)cc(C(F)(F)F)n1	4
C=CCn1c(=O)[nH]c2cc(C(=O)N3CCN(c4ccc(C(C)=O)cc4)CC3)ccc2c1=O	-3
Cc1onc(-c2ccccc2)c1C(=O)Nc1nc(-c2cc(F)ccc2F)cs1	2
Cc1cc(N2CCCCC2)nc2ccc(NC(=O)c3ccc(Br)o3)cc12	2
CCCCNC(=O)c1c(O)c2cccc3c2n(c1=O)CCC3	-6
CCCCNC(=O)c1c(C)cc(=O)oc1C	-2
CCC(=O)Nc1cccc(NC(=O)c2cc3ccccc3o2)c1	-8
CCCCOc1cccc(-c2nnc(N)s2)c1	-1
COc1cccc(/C=C2/SC(=O)N(CC(=O)N3CCc4ccccc4C3)C2=O)c1OCC(=O)O	2
O=C(O)c1ccc(COc2ccc3c4c(c(=O)oc3c2)CCC4)o1	-1
CCOC(=O)C(CC(C)C)CP(=O)(O)CNC(=O)OCc1ccccc1 (configuration not stated)	-1
Cc1ccc(C(=O)c2c(NC(=O)c3ccncc3)sc3c2CCCC3)cc1	-3
Cc1ccc(-c2nc(SCC(=O)N(C)C3CCS(=O)(=O)C3)[nH]c2-c2ccc(C)cc2)cc1 (configuration not stated)	-1
Cc1cccnc1NC(=O)c1ccc([N+](=O)[O-])o1	-3
COc1ccccc1C1CC(c2c(-c3ccccc3)c3cc(Cl)ccc3[nH]c2=O)=NN1S(C)(=O)=O (configuration not stated)	15
COc1cc2c(C(=O)N3CCN(C)CC3)c(C)oc2cc1Br	-14
COc1ccc(-n2cnnc2SCC(=O)c2ccc(S(=O)(=O)N3CCOCC3)cc2)cc1	2
COc1ccc(OC)c(-n2nnnc2SCC(=O)NCCc2ccccc2)c1	13
Cc1nn(C)c(C)c1C1Nc2ccccc2C(=O)N1O (configuration not stated)	-3
N#CC1=C(N)OC2=C(C(=O)CCC2)C1c1ccc(OC(=O)N2CCOCC2)cc1 (configuration not stated)	7
COc1ccc(-n2c(Cc3ccccc3)nnc2SCC(=O)N2CCCc3ccccc32)cc1	2
CN(C)S(=O)(=O)N1CCN(c2cccc(Cl)c2)CC1	3
CCC(=O)N1CN(S(=O)(=O)c2ccc(C)cc2)CC1C (configuration not stated)	1
C/C=C(\C)CN1CCN(c2ccc(C)cc2)CC1	-2
CC(=O)c1ccc(NC(=O)CSc2nccn2CCc2ccccc2)cc1	1
O=S(=O)(c1ccc2c(c1)OCCCO2)N1CCNCC1	0
Cn1c(N)c(C#N)c2c(c1=S)COC(C)(C)C2	4
N#CC(c1ccccc1F)(c1ncc(C(F)(F)F)cc1Cl)N1CCOCC1 (configuration not stated)	-4
COc1ccc(Cn2nnc3c(=O)[nH]c(C4CCN(C(=O)c5ccccc5Cl)CC4)nc32)cc1	-3
COc1ccc(C2C(C(=O)N3CCN(c4ccccc4F)CC3)c3ccccc3C(=O)N2C)cc1 (configuration not stated)	-9
Cc1cc(N)n(-c2ccccc2)n1	1
CCc1oc2ccccc2c1C(=O)CCN1CCCCC1	-15
COc1cccc(-c2[nH]nc3c2C(c2ccsc2)C(C#N)=C(N)O3)c1 (configuration not stated)	9
CCn1nc(C(=O)OC2CCOC2=O)c2ccccc2c1=O (configuration not stated)	-4
COc1cccc(C(=O)NCCC2=CCCCC2)c1OC	0
CC(=O)NCC(=O)OC(C(=O)c1ccccc1)c1ccc(Cl)cc1 (configuration not stated)	-6
CC1(C)CC(NS(=O)(=O)c2ccccc2)CC(C)(C)N1	-1
O=C(O)c1cccc(CN2C(=O)SC(Nc3ccccc3)C2=O)c1 (configuration not stated)	5
O=C1N=C(N2CCOCC2)S/C1=C1\C(=O)N(Cc2ccccc2)c2ccccc21	1
CCOC(=O)c1[nH]c(C)c(/C(O)=C2\C(=O)C(=O)N(CCCN(CC)CC)C2c2cccnc2)c1C (configuration not stated)	4
COc1ccc(C(CNC(=O)C2CC(=O)N(Cc3ccc(C)cc3)C2)N(C)C)cc1 (configuration not stated)	-20
CCCCC(=O)NC1(C(F)(F)F)C(=O)N(CC(C)C)C2=C1C(=O)CC(C)(C)C2 (configuration not stated)	0

15 entries already listed, ordered by number of heavy atoms, smallest number first.
SMILES	miR-122 sensor
Cc1cc(N)n(-c2ccccc2)n1	1
Cn1c(N)c(C#N)c2c(c1=S)COC(C)(C)C2	4
C/C=C(\C)CN1CCN(c2ccc(C)cc2)CC1	-2
CN(C)S(=O)(=O)N1CCN(c2cccc(Cl)c2)CC1	3
Cc1nn(C)c(C)c1C1Nc2ccccc2C(=O)N1O (configuration not stated)	-3
CCc1oc2ccccc2c1C(=O)CCN1CCCCC1	-15
CCn1nc(C(=O)OC2CCOC2=O)c2ccccc2c1=O (configuration not stated)	-4
CC(=O)NCC(=O)OC(C(=O)c1ccccc1)c1ccc(Cl)cc1 (configuration not stated)	-6
COc1cccc(-c2[nH]nc3c2C(c2ccsc2)C(C#N)=C(N)O3)c1 (configuration not stated)	9
CC(=O)c1ccc(NC(=O)CSc2nccn2CCc2ccccc2)cc1	1
CCCCC(=O)NC1(C(F)(F)F)C(=O)N(CC(C)C)C2=C1C(=O)CC(C)(C)C2 (configuration not stated)	0
N#CC1=C(N)OC2=C(C(=O)CCC2)C1c1ccc(OC(=O)N2CCOCC2)cc1 (configuration not stated)	7
COc1ccc(C(CNC(=O)C2CC(=O)N(Cc3ccc(C)cc3)C2)N(C)C)cc1 (configuration not stated)	-20
COc1ccc(Cn2nnc3c(=O)[nH]c(C4CCN(C(=O)c5ccccc5Cl)CC4)nc32)cc1	-3
COc1ccc(C2C(C(=O)N3CCN(c4ccccc4F)CC3)c3ccccc3C(=O)N2C)cc1 (configuration not stated)	-9
